AID inh: blocks human AID cytidine deaminase activity | AID deamination FRET fluorescence, UDG-coupled, 4 h | Potency, µM (series often up to 115 µM), inactives show at the top dose activity change, negative = inhibition, hits mostly inhibitors | 91,000 tested, 0.32% active | AID 1347428; further: nearly all actives have a fitted effect of over 25% in size
Target sequence (Q9GZX7 whole entry, looked up): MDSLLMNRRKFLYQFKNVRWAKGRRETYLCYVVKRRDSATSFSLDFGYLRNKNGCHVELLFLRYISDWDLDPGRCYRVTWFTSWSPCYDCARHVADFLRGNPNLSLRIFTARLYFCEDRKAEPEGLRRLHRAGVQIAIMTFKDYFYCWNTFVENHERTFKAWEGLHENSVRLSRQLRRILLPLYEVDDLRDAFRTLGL
UDG counterscr: UDG inhibition counter-screen; FRET deamination/UDG coupled assay, UDG read, 4 h; Potency, µM (top dose mostly 115 µM), without a hit: at the highest dose activity change, negative = inhibition, hits mostly inhibitors; 91,000 tested, 0.14% active; AID 1347430; further: nearly all actives have a fitted effect of over 65% in size
Active calls of the source: *; ? = inconclusive; [ ] = another dose, or the depositor's remark. The call rests on the fitted dose curve; in most records, active means well fitted curve in the direction sought with a large enough effect; inconclusive means small, poorly fitted or top-dose-only effect, or another doubt; inactive means no such curve, though single readings can be large; an effect the other way counts as inactive or inconclusive. On the % scale 0 is the no-effect control and ±100 the full control effect; potency means the concentration at half of the fitted maximal effect. Not all compounds are listed, so the mix of outcomes need not match the whole.

SMILES	AID inh	UDG counterscr
CN1CC(=O)N(CC(=O)Nc2ccc(Cl)c(C(F)(F)F)c2)c2ccccc2C1=O	16%	28%
CC(C)CCSCC(=O)NCc1cccc(CN2CCCC2)c1	-16%	-11%
COc1ccc2c(C)c(CC(=O)Nc3ccc(F)cc3F)c(=O)oc2c1OC	-7%	4%
N#Cc1nc(-c2cccs2)oc1N1CCCCC1	2%	-6%
CC1=C(C(=O)Nc2ccc(F)cc2)C(c2ccc(N(C)C)cc2)NC(=O)N1 (centres undefined)	7%	-7%
CCCCCCCCCS(=O)(=O)N/N=C/c1ccc([N+](=O)[O-])cc1	-5%	-3%
O=C(NCCC(=O)N1CCCC1)C1CCCCC1	-4%	-2%
COc1ccc(NC(=O)Cn2c(=O)n(-c3ccccc3)c(=O)c3c4c(sc32)CCCC4)cc1	4%	-11%
C/C(=N/NC(=O)c1ccc(Cl)cc1)C1CC1	5%	8%
CN(C)CCCNc1cc(N2CCN(C3CCCCC3)CC2)c2noc3c2c1C(=O)c1ccccc1-3	40µM*	31%[activator]
O=c1[nH]c(=O)n([C@H]2C[C@@H](O)[C@@H](CO)O2)cc1C=CBr	-7%	-5%
COc1ccc(S(=O)(=O)c2cnc3ccc(Cl)cc3c2N2CCCCC2C)cc1 (centres undefined)	?	-19%
Cc1ccc(NC(=O)c2cccc(C(F)(F)F)c2)c(Cl)c1	4%	-10%
COc1ccc(CNC(=O)c2c(O)nc3cc(C)ccn3c2=O)cc1	6%	2%
C=CCNCc1ccccc1OCc1ccc(C)cc1	-12%	-10%
Nc1nccnc1C(=O)NCc1csc(Br)c1	-8%	-5%
Cc1ccc(C2NC(=O)c3n[nH]c(-c4cccs4)c32)cc1 (centres undefined)	-6%	3%
Cc1ccc(C(=O)NC(NC(=O)c2ccc(Cl)cc2)C(Cl)Cl)cc1 (centres undefined)	-2%	5%
O=C(/C=C/c1ccccc1Cl)N[C@@H]1C[C@H]2CC[C@@H]1C2	1%	1%
COc1cccc(NC(=O)C(=O)NCCc2sc(-c3cccc(C)c3)nc2C)c1	41%[activator]	3%
COc1ccc(-c2noc(-c3cc(-c4ccc(F)cc4)n[nH]3)n2)cc1	-3%	21%
Fc1ccc(CNC(=S)NCCc2ccccc2)cc1	-4%	12%
Cc1ccc2nc(-c3ccc(O)cc3)c(Nc3ccc(Cl)cc3)n2c1	9%	-2%
CCOc1ccc(/C=N/N=C/c2ccc(OCC)cc2)cc1	3%	13%
Cc1cc(NC(=O)CCc2ncc(-c3ccccc3Cl)o2)no1	-1%	0%

Compound profiles (already shown). Values in the order: AID inh	UDG counterscr
CC1=C(C(=O)Nc2ccc(F)cc2)C(c2ccc(N(C)C)cc2)NC(=O)N1 (centres undefined) reads 7%	-7%
COc1ccc(CNC(=O)c2c(O)nc3cc(C)ccn3c2=O)cc1 reads 6%	2%
COc1ccc(NC(=O)Cn2c(=O)n(-c3ccccc3)c(=O)c3c4c(sc32)CCCC4)cc1 reads 4%	-11%
C/C(=N/NC(=O)c1ccc(Cl)cc1)C1CC1 reads 5%	8%
COc1ccc(-c2noc(-c3cc(-c4ccc(F)cc4)n[nH]3)n2)cc1 reads -3%	21%

A draw from above in order of heavy-atom count, smallest number first:
SMILES	AID inh	UDG counterscr
Cc1ccc(C2NC(=O)c3n[nH]c(-c4cccs4)c32)cc1 (centres undefined)	-6%	3%
CC1=C(C(=O)Nc2ccc(F)cc2)C(c2ccc(N(C)C)cc2)NC(=O)N1 (centres undefined)	7%	-7%
COc1cccc(NC(=O)C(=O)NCCc2sc(-c3cccc(C)c3)nc2C)c1	41%[activator]	3%

(more compounds)
SMILES	AID inh	UDG counterscr
O=C(O)C/C(=C/c1cccnc1)c1nc2ccccc2s1	4%	-9%
CC1C/C(=N\O)C(C)CN1 (centres undefined)	-4%	7%
COc1ccc(CNC(=O)c2cc3sccc3n2Cc2ccc(F)cc2)cc1	1%	-11%
COCCNC(=O)CCCn1c(SCc2ccccc2Cl)nc2c(sc3ccccc32)c1=O	13%	-15%
CCNC(=O)c1c2c(nc3ccccc13)C(=O)N(C1CCCCC1)C2	19%	40%[activator]
Cc1ccc(NC(=O)C(=O)NCC(c2ccc3c(c2)OCO3)N2CCN(C)CC2)c(C)c1 (centres undefined)	-5%	-8%
O=C(CCn1cnc2ccccc2c1=O)NCc1ccccc1	?	-14%
COc1ccccc1C1Nc2c(sc3nc(C)cc(C)c23)C(=O)N1c1ccccc1 (centres undefined)	-17%	-1%
O=c1[nH]c2sc3c(c2c2nc(-c4ccncc4)nn12)CCCC3	-8%	3%
CC(=O)c1cccc(C(C)=O)n1	6%	-3%
CSc1ccc(/C=N/Nc2c(Cl)cc(Cl)cc2Cl)cc1	-6%	-13%
CCCCN(CCCC)CCNC(=O)c1cc(-c2cccnc2)nc2ccc(S(=O)(=O)N3CCC(C)CC3)cc12	-12%	-3%[57.5 µM]
CCOc1ccccc1NC(=O)c1cnc2ccccc2n1	-3%	-1%
CCC(Sc1nnc2c(=O)n(-c3ccc(C)c(C)c3)ccn12)C(=O)Nc1c(C)cccc1C (centres undefined)	-18%	-8%
Cc1c(-c2ccccc2)oc2c(C(=O)OC(C)C(=O)Nc3ccccc3)cccc2c1=O (centres undefined)	-3%	-4%
CCc1ccc(C(=O)NCc2ccc(N3CCN(C)CC3)nc2)s1	4%	-5%
Cc1cc(=O)oc2cc(OCC(=O)NCCc3ccc(F)cc3)ccc12	24%	4%
Cc1ccc(C)c(NC(=O)CC(C)(C)CC(=O)O)c1	1%	-3%
Cc1ccsc1CNC(=O)c1scnc1C	-2%	-1%
COc1cccc(-c2nc(-c3cc4ccccc4o3)cs2)c1OC	-9%	-4%
O=C(CCc1ncc(-c2ccc(F)cc2F)o1)N1CCN(S(=O)(=O)c2cccc(Cl)c2)CC1	-11%	4%
CC(C)(C)C(=O)CSc1nnc(COc2ccc(Cl)cc2)n1-c1ccc(Cl)cc1	-13%	-6%
COc1ccc(-c2cc(-c3ccc(C)cc3)nc3c2COc2ccccc2-3)cc1	-3%	2%
O=C(Cc1cccs1)NC1CC(=O)N(c2ccccc2)C1 (centres undefined)	1%	-4%
O=S(=O)(c1ccc(F)cc1)N(Cc1cccnc1)C1CC1	-2%	-6%

Other structures follow.
Below each SMILES – AID inh	UDG counterscr
CCOc1ccccc1NC(=O)C1CCCN(S(=O)(=O)c2ccc3c(c2)CCCN3C(C)=O)C1 (centres undefined)
    -10%	11%
O=C(CSC1=NC2(CCCCC2)N=C1c1cccs1)NCc1ccc(Cl)cc1
    -17%	-7%
CCOC(=O)c1ccc(N2C(=O)c3n[nH]c(C)c3C2c2ccc(OCC)cc2)cc1 (centres undefined)
    -27%	0%
O=C(CSc1nccc(C(F)(F)F)n1)NC1CCCCCCC1
    1%	2%
CC(C)c1ccc(OC(=O)c2cc(-c3ccc4c(c3)OCCO4)on2)cc1
    24%	-27%
COc1ccc(/C=N/OCc2cccc(Br)c2)cc1OC
    -8%	-3%
CCOc1ccccc1NC(=O)CN1Cc2ccccc2C1=O
    -9%	-13%
CN(CC(=O)Nc1ccccc1Cl)S(=O)(=O)c1ccc(C(=O)N2CCOCC2)s1
    28%	22%
O=C(CCCc1nc(-c2ccco2)no1)Nc1ccccc1[N+](=O)[O-]
    14%	-4%
O=C(Nc1ccc(Cl)c(-c2nc3cnccc3o2)c1)c1cc2ccccc2o1
    -29%	7%
Cn1c(=O)[nH]c(=O)c2c1nc(CN1CCN(c3ccccc3F)CC1)n2Cc1ccc(F)cc1
    -27%	-6%[57.5 µM]
Cn1c(=O)c2c(nc(Cl)n2Cc2ccc(C#N)cc2)n(C)c1=O
    -3%	5%
Cc1ccc2oc(C(=O)N(C)CCOc3ccc(F)cc3)cc(=O)c2c1
    -7%	0%
COC(=O)C1=C(C(=O)c2ccc(C)cc2)C(c2cccc(F)c2)n2nnnc2N1 (centres undefined)
    -2%	-6%
COc1cccc(OC)c1OCCNCC1CSc2ccccc2O1 (centres undefined)
    -6%	-1%
CCN(Cc1cccc(F)c1)C(=O)C1CCCO1 (centres undefined)
    4%	11%
COc1ccc2c(c1)c(C(C(=O)O)N1CCN(Cc3ccncc3)CC1)cn2CCC(=O)O (centres undefined)
    -7%	6%
CCOCCn1c(-n2nc(C)cc2C)nc2c1c(=O)n(CCOC)c(=O)n2C
    -2%	9%
Cc1ccc(N(C)S(=O)(=O)c2ccc3[nH]cc(C(=O)O)c(=O)c3c2)cc1C
    31%[activator]	-3%[57.5 µM]
O=C(CC1CCCC1)NCCC(=O)N1CCCC1
    -9%	-12%

Structures listed above that bear a hit mark in AID inh:
molecule	AID inh
CN(C)CCCNc1cc(N2CCN(C3CCCCC3)CC2)c2noc3c2c1C(=O)c1ccccc1-3	40µM*

Further records
Below each SMILES – AID inh	UDG counterscr
COc1ccc(-c2cc(C(F)(F)F)nc(SCC(=O)N3CCC(C)CC3)n2)cc1
    8%	6%
CC(=O)c1ccc(N2CCN(C(=O)C3CCN(S(=O)(=O)c4c(C)noc4/C=C/c4ccccc4F)CC3)CC2)cc1
    -2%	-8%
CSc1nnc(-c2cc(Br)ccc2NC(C)=O)c(=O)[nH]1
    1%	8%
O=C(CSc1nnc(-c2ccccc2)o1)c1cccc([N+](=O)[O-])c1
    40%[activator]	-3%
O=c1oc2cc(OCc3nn[nH]n3)ccc2cc1-c1ccc(F)cc1
    41%[activator]	-2%
CC(=O)N1CCCc2cc(S(=O)(=O)N3CCN(c4ccc(F)cc4)CC3)ccc21
    -14%	-7%
COc1ccccc1NC(=O)c1ccc(S(=O)(=O)N(C)c2ccccc2OC)cc1
    -7%	-6%
Oc1ccc(O)c(C2C[C@@H]3CC[C@H]2C3)c1 (some centres undefined)
    3%	?
Cc1nc(-c2ccccc2)ccc1C(=O)N1CCS(=O)(=O)c2ccccc21
    -2%	0%
O=C(CSC1=Nc2ccccc2CS1)NC1CCCC1
    0%	5%
Nc1nc(CN2CCN(C(=O)c3ccc(F)cc3)CC2)nc2ccccc12
    -4%	1%
O=C(Nc1nc2ccc(OC(F)F)cc2s1)c1ccccc1Cl
    10%	12%
Cc1ccc(CC(=O)NCc2nc(-c3cccc(C)c3)no2)cc1
    -21%	0%
COc1ccc2c(C)c(CC(=O)Nc3nnc(C(C)C)s3)c(=O)oc2c1OC
    -11%	-5%
CCN(Cc1ccncc1)C(=O)C(CO)c1ccccc1 (centres undefined)
    2%	-4%
COC(=O)c1c(C)oc2ccc(N(C(=O)c3ccncc3)S(=O)(=O)c3cc(C)c(C)cc3C)cc12
    15%	-4%
O=C(NN=C1CCCC1)c1nc(-c2ccccc2)n(-c2ccccc2)n1
    -4%	6%
CCOc1ccc(NC(=O)C2CCN(c3nc4ccccc4[nH]3)CC2)cc1
    -7%	?
COCCCNc1nc2ccccc2nc1NS(=O)(=O)c1ccc(F)cc1
    2%	-4%
O=C(Nc1ccc(F)cc1)N1CCN(C(=O)c2nsc3ccccc23)CC1
    6%	9%
COc1ccc(Cl)cc1NC(=O)c1nn(-c2ccc(C)cc2)c(=O)n(C)c1=O
    -14%	-1%
Cc1oc(-c2ccc(C(=O)Nc3ccc(F)cc3)cc2)nc1COc1ccccc1
    1%	-10%
CCOc1ccccc1-c1noc(CSc2nnc(-c3ccncc3)n2-c2ccc(F)cc2)n1
    ?	?
COc1ccc(CNC(=O)CC2Oc3ccc(C)cc3NC2=O)cc1 (centres undefined)
    10%	-2%
CCOc1ccc(C(=O)Cn2c(=O)n3nc(CCn4nc(C)cc4C)nc3c3cc(OC)c(OC)cc32)cc1
    41%[activator]	-10%
Cc1cc(OCC(=O)Nc2sc3c(c2C(N)=O)CCCC3)ccc1C(C)C
    7%	-7%
Cc1ccccc1NC(=O)Cc1nnc(SCC(=O)c2ccc(C#N)cc2)n1C
    6%	10%
Cc1ccc(-c2nnc(Nc3ccc(O)cc3)c3ccccc23)cc1S(=O)(=O)NCc1nc2ccccc2[nH]1
    -2%[57.5 µM]	-1%[57.5 µM]
Cc1ccc2c(c1)N(C(=O)Cn1c(=O)n(CC(=O)N3CCCCC3)c(=O)c3sccc31)CCO2
    -4%	-2%
CCc1nn2c(=O)c(S(=O)(=O)Nc3ccc(C(C)C)cc3)c(C)nc2s1
    -12%	3%
COc1ccccc1/C=C/c1nc2ccccc2n1C(C)C
    ?	?
COc1ccc(Cl)cc1N(C)C(=O)Cn1cnc2sc(C)c(S(=O)(=O)N3CCN(c4ncccn4)CC3)c2c1=O
    -19%	-13%
Cc1c(NC(=O)CN(c2ccc(Cl)cc2)S(C)(=O)=O)c(=O)n(-c2ccccc2)n1C
    2%	3%
CC(C)Cn1nc(C(=O)OCC(=O)Nc2ccccc2Cl)c2ccccc2c1=O
    6%	11%
CC1=C(C(=O)OC(C)(C)C)C(c2cccc(F)c2)C(C#N)=C(N)O1 (centres undefined)
    1%	-11%
CCc1ccc2nc(/N=C(\N)NC(=O)c3ccccc3N)nc(C)c2c1
    ?	-15%
Cn1c2ccc(Br)cc2c2nnc(SCn3nnc4ccccc43)nc21
    2%	8%
Cc1c(C(=O)N2CCc3ccccc3C2)nnn1-c1ccc(Br)cc1
    -26%	-11%
COc1ccc(-c2cc(C(=O)Nc3cccnc3)no2)cc1OC
    14%	16%
CCOC(=O)c1c(S(=O)(=O)N2CCC(C(=O)N3CCN(c4cccc(C)c4C)CC3)CC2)c(C)n(C)c1C
    ?	?
O=C(/C=C/c1cccnc1)c1cccc2ccccc12
    -13%	-5%
CCCOc1ccc(NC(=O)c2ccccc2)c2cccnc12
    0%	6%
O=C(OCC(=O)N1CCC(Cc2ccccc2)CC1)c1cc(=O)c2ccccc2o1
    -15%	?
CC(C)CCN1C(=O)N(c2ccccc2)C(=O)C1CC(=O)Nc1ccc(Cl)cc1 (centres undefined)
    0%	12%

Screening results as filed in PubChem BioAssay.
